SRC3 TRFRET art: flags TR-FRET format artefacts in PPARgamma SRC-3 recruitment agonist screen. TR-FRET artefact counter-screen, PPARgamma/SRC-3 format; hits give high values. TR-FRET ratio at 8 µM. 99,000 compounds, 0.39% hits; in the data active = TR-FRET ratio above about 2000; also: inactives centre near 1600; reference of the scale not given here
SRC1 TRFRET art: TR-FRET artefact, counter-screen to PPARgamma/SRC-1 agonist assay; TR-FRET detection artefact counter-screen, emission ratio; hits give high values; TR-FRET ratio at 8 µM; 99,000 compounds, 0.34% hits; in the data active = TR-FRET ratio above about 2300; also: inactives centre near 1800; reference of the scale not given here
Numbers without * were called inactive. This is a subset (hit frequency here may not be typical).

Start of the data: the first 5 compounds (preview)
SMILES	SRC3 TRFRET art	SRC1 TRFRET art
O=C(/C=C/c1ccc(O)cc1)OCc1occc(=O)c1O[C@@H]1OC(CO)[C@@H](O)[C@H](O)[C@@H]1O (stereo partly drawn)	1650	1877
COc1ccc(C(c2c(NC(=O)c3ccccc3)sc(C)c2C)N2CCN(CCO)CC2)cc1 (stereo not drawn)	1354	1720
O=C(NC(=S)NCc1cccnc1)c1ccccc1	1547	1613
Cc1c(-c2n[nH]c(=S)n2-c2ccc(C(F)(F)F)cc2)nnn1-c1ccccc1	1725	1588
CCOC(=O)C1(CCCc2ccccc2)CCN(C(=O)CN2CCOC2=O)CC1	1729	1630

Results, repeating the preview:
SMILES	SRC3 TRFRET art	SRC1 TRFRET art
O=C(/C=C/c1ccc(O)cc1)OCc1occc(=O)c1O[C@@H]1OC(CO)[C@@H](O)[C@H](O)[C@@H]1O (stereo partly drawn)	1650	1877
COc1ccc(C(c2c(NC(=O)c3ccccc3)sc(C)c2C)N2CCN(CCO)CC2)cc1 (stereo not drawn)	1354	1720
O=C(NC(=S)NCc1cccnc1)c1ccccc1	1547	1613
Cc1c(-c2n[nH]c(=S)n2-c2ccc(C(F)(F)F)cc2)nnn1-c1ccccc1	1725	1588
CCOC(=O)C1(CCCc2ccccc2)CCN(C(=O)CN2CCOC2=O)CC1	1729	1630
CCCCN1CCc2c([nH]c3c(C)cccc23)C1=O	1485	1931
COc1ccccc1C(=O)CSc1ccccn1	1653	1910
O=C(CCO)c1ccc(O)cc1	1580	1874
COCCNC(=O)CCSCc1ccccc1F	1481	1939
COCCNC(=O)COC(=O)c1cc(-c2ccc(OC)cc2)nc2ccccc12	1559	1543
CCOC(=O)c1nsnc1NCCSC(=N)N	1558	1591
Cc1ccccc1NC(=O)Cn1nnc(C(=O)NCc2ccco2)c1N	1749	1749
O=C(NNC(=O)c1cccnc1)NC12CC3CC(CC(C3)C1)C2	1575	1666
Cc1ccc(-n2c(C)nn(CC3CC3)c2=O)cc1	1534	1688
COc1cccc(NC(=O)CN(C)S(=O)(=O)c2ccc(C)cc2)c1	1431	1777
CCOC(=O)C1=C(C)OC(N)=C(C#N)C1c1ccccc1 (stereo not drawn)	1452	1750
NC(=O)c1cc2cc(Cl)ccc2oc1=Nc1cccc(C(F)(F)F)c1	1733	1659
CCC(C(=O)Nc1ccc(C(=O)N2CCCC2)cc1)c1ccccc1 (stereo not drawn)	1428	1752
COc1ccc(OCCC(=O)OCC(=O)NCc2ccccc2)cc1	1348	1597
O=C(NCc1cccnc1)c1ccc(NC(=O)c2cccc([N+](=O)[O-])c2)cc1	1605	1626

Brought forward from above: 7 compounds; new compounds follow.
SMILES	SRC3 TRFRET art	SRC1 TRFRET art
Cc1ccc(-n2c(C)nn(CC3CC3)c2=O)cc1	1534	1688
COc1cccc(NC(=O)CN(C)S(=O)(=O)c2ccc(C)cc2)c1	1431	1777
CCOC(=O)C1=C(C)OC(N)=C(C#N)C1c1ccccc1 (stereo not drawn)	1452	1750
NC(=O)c1cc2cc(Cl)ccc2oc1=Nc1cccc(C(F)(F)F)c1	1733	1659
CCC(C(=O)Nc1ccc(C(=O)N2CCCC2)cc1)c1ccccc1 (stereo not drawn)	1428	1752
COc1ccc(OCCC(=O)OCC(=O)NCc2ccccc2)cc1	1348	1597
O=C(NCc1cccnc1)c1ccc(NC(=O)c2cccc([N+](=O)[O-])c2)cc1	1605	1626
O=C(CNC(=O)C12CC3CC(CC(C3)C1)C2)N/N=C\c1ccccn1	1303	1762
CC(=O)c1c(C)nc(Nc2nc(C)c3cc(C)ccc3n2)nc1C	1671	1621
O=C(COc1ccc(NS(=O)(=O)c2ccc(F)cc2)cc1)N1CCOCC1	1509	1745
CC12CCC(C(=O)N(c3ccc(Cl)cc3)C1=O)C2(C)C (stereo not drawn)	1714	1882
Cc1cccc(CSc2nc3ccncc3n2CC(=O)Nc2cc(C)cc(C)c2)c1	1736	1631
O=C(NCc1ccccc1)Nc1cccn(Cc2ccccc2Cl)c1=O	1689	1874
CCOC(=O)c1cc(C(C)C)sc1NC(=O)COC(=O)CCS(=O)(=O)c1ccccc1	1608	2103
CCOc1ccc(NC(=S)NCCCN2CCN(c3ccc(OC)cc3)CC2)cc1	1664	1968
O=C(NNC1CC(=O)N(c2ccc(Br)cc2)C1=O)c1ccco1 (stereo not drawn)	1570	1789
ClCc1nnc(-c2ccccc2)o1	1533	1849
C=CCNC(=O)c1ccc(-c2cccc([N+](=O)[O-])c2)o1	1610	1699
CNC(=S)N(CCc1ccc(OC)c(OC)c1)Cc1cc2c(C)cc(C)cc2[nH]c1=O	1574	1882
CCN(CC)c1nc(N)c([N+](=O)[O-])c(NCCO)n1	1526	1894
CCOC(=O)CNC(=O)c1c(C)nn(C)c1Cl	1534	1764
Cc1c(NC(=O)CSc2nnnn2-c2ccc(F)cc2)c(=O)n(-c2ccccc2)n1C	1594	1760
COc1ccc(C2CC(c3cccs3)=NN2S(C)(=O)=O)cc1OC (stereo not drawn)	1614	1865
Cc1c(C(=O)OCC(=O)Nc2ccc3c(c2)OCO3)cccc1[N+](=O)[O-]	1501	1787
Cc1ccc(S(=O)(=O)N2CCC(C(=O)O)CC2)cc1	1355	1618
C/C(=N\NC(=O)C1CC1)c1ccc(Cl)cc1	1610	1859
Cc1cc(C)n(CCc2nc(-c3ccc(-c4ccccc4)cc3)cs2)n1	1480	1867
CN(C)S(=O)(=O)c1ccc(C(=O)NCc2ccc3[nH]c4c(c3c2)CCCC4)cc1	1522	1702
COc1ccc(NC(=O)Nc2nnc(-c3ccncc3)s2)cc1	1579	1826
Cc1cccc(C(=O)NC(=S)N2CCN(C(=S)NC(=O)c3cccc(C)c3)CC2)c1	1757	1754
COc1ccccc1NC(=S)NCC1CCCCC1	1404	1485
O=C(NC1CCCCCC1)c1cc(-c2ccccn2)nc2ccccc12	1696	1942
N#Cc1ccc(C(=O)Nc2cccc3ncccc23)c(F)c1	1536	1753
CC(C)C[C@H](NC(=O)c1nc[nH]c1C(=O)NC1CCN(C(=O)OC(C)(C)C)CC1)C(=O)OC(C)(C)C	1699	1893
CCN(CC)c1ccc(NC2=C(Cl)C(=O)c3ccccc3C2=O)cc1	1474	1761
Oc1ccc(-c2nc3c4c(ncn3n2)-c2ccccc2CC42CCCC2)cc1	1737	1907
Cc1cc2ccccn2c1C(=O)c1nc(NCc2ccco2)ncc1Cl	1798	2051
COC(=O)C1CCN(c2ccc([N+](=O)[O-])cc2)CC1	1301	1802
COc1ccc2c(c1)CC/C(=C/c1ccncc1)C2=O	1698	1775
CCOc1ccc(-n2cc(-c3ccc(OC)c(OC)c3)[nH]c2=S)cc1	1461	1719
C/C(=N\Nc1ccc([N+](=O)[O-])cc1[N+](=O)[O-])c1ccc(-n2nncc2C(C)(C)C)cc1	1611	1873
CS(=O)c1ccccc1COC(=O)Nc1ccccc1 (stereo not drawn)	1460	1969
CCOCCCN(C(=O)Nc1ccc(CC)cc1)C1CCN(C(C)=O)CC1	1458	1996
CCOC(=O)COc1cc([N+](=O)[O-])cc2cccnc12	1713	1874
O=C(CSc1ccc(-c2ccco2)nn1)NC1CCCC1	1487	1857
Cc1cc(C)cc(N(CCC(=O)Nc2nnc(C)s2)S(=O)(=O)c2ccc(Cl)cc2)c1	1513	1983
O=[N+]([O-])c1ccc(Sc2nnnn2-c2ccccc2)nc1	1633	2211
O=C(CCc1nnc(-c2ccsc2)o1)N1CCc2c(Cl)cccc2C1	1698	1869
O=C1C=CC(=O)N1N(c1ccccc1)c1ccccc1	1483	1622
Cc1ccc(NC(=O)CN2CCN(CCN=CC3=C(O)CC(c4ccccc4)CC3=O)CC2)cc1 (stereo not drawn)	1769	1781
COc1cccc(/C=C/C(=O)OCC(=O)NCc2ccco2)c1	1365	1811
Cc1nc2cc(C(=O)NCc3ccc4c(c3)OCO4)ccc2n1-c1ccc(Br)cc1	1590	1992
Nc1nc(CSc2ncn[nH]2)nc(Nc2ccc(F)cc2)n1	1654	1942
O=C(Cn1c(=S)[nH]c2ccccc2c1=O)NCCc1ccccc1	1427	1773
Cc1nn(Cc2ccc(F)cc2)c(C)c1NC(=O)C1c2ccccc2Oc2ccccc21	1528	1390
COc1ccc2[nH]c(O)c(N=NC(=N)N)c2c1	1660	1910
NNC(=O)COc1ccc(-c2n[nH]c(C(F)(F)F)c2-c2ccc(Br)cc2)c(O)c1	1541	1738
Nc1cccc(-n2nnnc2CN2CCOCC2)c1	1512	1668
Cc1ccc(SCCC(=O)N/N=C/c2ccncc2)cc1	1466	1388
O=C1OCC(c2ccccc2)=C1c1ccccc1[N+](=O)[O-]	1701	1700
Cc1ccc(OCC(=O)OC(C)CN(C)Cc2ccccc2)cc1 (stereo not drawn)	1352	1620
COc1ccc(OC)c(S(=O)(=O)Nc2ccc(CC(=O)O)cc2)c1	1521	2019
O=C(CSCc1c(F)cccc1Cl)NCc1ccncc1	1394	1661
Cc1cccc(-n2c(SCC(=O)N3CC(=O)Nc4ccccc43)nc3ccccc3c2=O)c1C	1587	1805
CCOC(=O)N/N=C/c1cn(CCCOc2ccccc2)c2ccccc12	1470	1640
Cc1ccc(CNC(=O)c2ccccc2N(C)S(C)(=O)=O)cc1	1544	1862
COc1ccccc1C(C)NCC(=O)NCC(=O)Nc1ccc(F)c(F)c1F (stereo not drawn)	1419	1702

The listing continues:
SMILES	SRC3 TRFRET art	SRC1 TRFRET art
CCc1ccc(NC(=O)COC(=O)/C=C/c2c(C)nn(C3CCS(=O)(=O)C3)c2Cl)cc1 (stereo not drawn)	1756	1734
CCN(CC(N)=O)S(=O)(=O)c1ccc(F)cc1	1609	1979
COc1cc(OC)c(OC)cc1/C=C/c1cc(C(F)(F)F)[nH]c(=O)n1	1384	1649
Cc1ccc(SCC(=O)N2CCCC2)cc1	1627	1533
CN(CCCN1CCOCC1)Cc1cn(C)nc1-c1ccccc1F	1694	1976
CC(NC(=O)Nc1ccc([N+](=O)[O-])cc1)C(c1cccs1)N1CCCC1 (stereo not drawn)	1476	1661
O=C(O)CCC(=O)N1c2ccccc2NC2=C(C(=O)CC(c3ccc(F)cc3)C2)C1c1ccc([N+](=O)[O-])o1 (stereo not drawn)	1615	1625
Cc1ccc(O)c(C(CC(=O)N2CCCC2)c2ccccc2)c1 (stereo not drawn)	1447	1559
CC1CCCCC1NC(=O)COC(=O)Cc1ccc(Br)cc1 (stereo not drawn)	1535	1496
O=C(NCc1ccc(Cl)cc1)C1CCN(c2cnccn2)CC1	1609	1940
O=[N+]([O-])c1c(Nc2ccc(O)cc2)cc(N2CCOCC2)c2nonc12	1524	1753
COC(=O)C(C(=O)OC)c1ccc(N)cc1	1484	1687
Cc1cc(C)c(S(=O)(=O)Nn2cnnc2)c(C)c1	1656	1632
CCCCn1c(=O)nc2n(-c3ccccc3C)c3ccccc3cc-2c1=O	1648	1844
COc1ccc2ccccc2c1CNC(=O)CC1C(=O)NCCN1CC(C)C (stereo not drawn)	1377	1821
Cc1cc([N+](=O)[O-])nn1CC(=O)Nc1ccccn1	1959	2184
Fc1cccc(Nc2nc(Cl)nc(Cl)n2)c1	1550	1608
CC1=C(C)C(=O)C(N2CCOCC2)=CC1=O	1789	2149
CCCCN(C)C1CCN(C(=S)Nc2cccc(SC)c2)CC1	1384	1808
Cc1[nH]c2c(C(=O)N3CCCC(CCC(=O)NCc4ccccc4F)C3)cccc2c1C (stereo not drawn)	1596	1800
C/C=C/c1ccc(OCCCCNCc2ccco2)c(OC)c1	1509	1910
C=CCN1C2CCCC1CC(NC(=S)Nc1ccc(Cl)cc1)C2 (stereo not drawn)	1429	1392
O=C(COC(=O)c1cccc(S(=O)(=O)NCc2ccccc2)c1)NCC1CCCO1 (stereo not drawn)	1545	1781
Cc1ccc(-c2nc(N)sc2C)cc1	1530	1981
O=C(NC(=S)N1CCCCC1)c1cccs1	1477	1681
COC(=O)c1ccc(N2CCOCC2)c(NC(=O)Nc2cccc(OC)c2)c1	1648	1725
CCOC(CNC(=O)c1ccc(CNC(=O)c2ccc(OC)c(OC)c2)cc1)OCC	1461	1941
CC(=O)Nc1ccccc1NC(=O)C/C(C)=N/NC(=O)C(=O)Nc1cccc(Cl)c1C	1610	1830
O=C(c1c[nH]c(C(=O)N2CCN(c3ccccc3F)CC2)c1)c1cccc(Cl)c1Cl	1679	1811
Cc1nnc(N/N=C\c2ccc(-c3ccccc3[N+](=O)[O-])o2)n1N	1888	1893
Cc1cccc(N/N=C(\C#N)S(=O)(=O)C(C)(C)C)c1	1302	1556
CCc1ccc2c(c1)C1(SC(NC(C)=O)=NN1C(C)=O)C(=O)N2CC (stereo not drawn)	1555	1706
O=C(Nc1ccccc1)OCCCc1ccccc1	1727	1975
CC(=O)N1CCC(=NNc2nc3ccccc3[nH]2)CC1	1521	1965
COc1ccc(NC(=O)c2[nH]c(C)c(C(C)=O)c2C)cc1	1448	1648
CCOP(=O)(OCC)C(NC(=O)Nc1cccc(Cl)c1)c1ccccc1 (stereo not drawn)	1655	1879
CCC(=O)NNc1nc2c(F)cccc2s1	1510	1807
Cc1cc(C(=O)Nc2cccc(C(=O)O)c2)oc1C	1547	1943
CCn1c(C)nc([N+](=O)[O-])c1Sc1ccc(F)cc1	1561	1748
Cc1nnc2sc(SCC(=O)Nc3cccc(Cl)c3)nn2c1=O	1562	1935
Clc1cccc(N/N=C/c2ccncc2)c1	1559	1791
COC(=O)c1c(NC(=O)/C=C/c2ccc3c(c2)OCO3)sc(C)c1C	1526	1928
Cc1ccc(NC(=S)N2CCC(O)CC2)c(C)c1	1540	1728
CN(C)C(=O)N1CCC(C(=O)N2CCCC(C(=O)c3ccc(C(C)(C)C)cc3)C2)CC1 (stereo not drawn)	1557	1568
Fc1ccc(CNCc2cccc(Br)c2)cc1	1636	1867
CCOc1ccc(C(=O)C(C)=O)c(OCC)c1	1589	1715
CCN(CC)C(=O)c1ccc(Cn2cc([N+](=O)[O-])cn2)o1	1465	1458
Cc1cccc(C)c1N1CCN(S(=O)(=O)c2ccccc2)CC1	1685	1786

Assay outcomes: PubChem, The Scripps Research Institute Molecular Screening Center
